Source: PubChem
SENP1 FRET inh: inhibitors of human SENP1 SUMO protease catalytic domain; Q9P0U3; recombinant SENP1 catalytic domain, CyPet-SUMO1-YPet FRET cleavage; 360,000 compounds, 0.21% hits; inhibition, % at 10 µM;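 active = inhibition at least 30% at 10 µM, raw YFP signal under a set limit, fluorescence ratio 0.5 to 1.5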;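 note: 0% = enzyme with DMSO and 100% = no enzyme wells; some results filed as inactive read as strong as hits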
Target sequence (Q9P0U3 419-644 limits assumed): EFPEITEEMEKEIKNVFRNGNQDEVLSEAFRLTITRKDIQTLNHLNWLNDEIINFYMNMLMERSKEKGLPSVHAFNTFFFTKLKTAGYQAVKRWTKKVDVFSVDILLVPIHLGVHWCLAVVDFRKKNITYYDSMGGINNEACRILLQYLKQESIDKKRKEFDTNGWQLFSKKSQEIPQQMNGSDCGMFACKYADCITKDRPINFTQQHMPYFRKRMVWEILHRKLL
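Test system: human SENP1 catalytic domain; medium: Tris pH 8 buffer plus EDTA, NaCl, BME, BSA, NP40, catalase; incubation: 50 min reaction at room temperature; technique: FRET, CFP and YFP emission; controls: no-enzyme low control and enzyme-plus-DMSO high control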
SENP8 inh: inhibitors of human SENP8 protease; Q96LD8; recombinant SENP8, Nedd8 substrate fluorescence; inhibition, % at 20 µM; 360,000 compounds, 0.64% hits; AID 602440; in the data active = inhibition mostly above about 40%, no sharp cut-off; inactive = mostly below about 27%
Target sequence (Q96LD8 whole entry, looked up): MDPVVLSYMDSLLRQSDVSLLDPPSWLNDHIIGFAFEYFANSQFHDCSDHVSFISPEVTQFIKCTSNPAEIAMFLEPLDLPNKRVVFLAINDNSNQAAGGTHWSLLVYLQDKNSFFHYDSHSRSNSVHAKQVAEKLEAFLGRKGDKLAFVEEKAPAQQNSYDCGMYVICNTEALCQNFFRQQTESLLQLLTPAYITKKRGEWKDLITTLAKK
Starred values were filed as active, the others as inactive; i = inactive. Only part of the results is shown; the hit share may differ from the screen's.

SMILES	SENP1 FRET inh	SENP8 inh
COc1cccc(-c2oc3c(c2-c2ccc(Br)nc2)C(O)CCC3)c1 (stereo unspecified)	-7	-92
COC(=O)[C@@]12C[C@@H](CC(=O)N3CCSCC3)C(=O)N(CCc3ccc(OC)c(OC)c3)C1=CCC(C)(C)C2	3	27
CC(C)NC(=O)C1(C)CCN1Cc1cccc(C#N)c1 (stereo unspecified)	2	18
CC(=O)c1ccc(OC2(C)CCN(Cc3ccc(OC(F)(F)F)cc3)C2)cc1 (stereo unspecified)	1	14
CN(C)c1ncnc2c1ncn2[C@H]1CN(C2CCCC2)C[C@@H](CO)O1	1	12
NNC(=O)CNC(=O)Nc1n[nH]c(=S)s1	0	6
CCOC(=O)C1(C)CCCN(C(=O)c2ccccc2F)C1 (stereo unspecified)	1	9
O=C(NCc1cccnc1)c1cc(C2CCCCN2C(=O)CCCc2ccccc2)on1 (stereo unspecified)	2	13
CC(CSC(=O)c1ccccc1)C(=O)N1c2ccccc2CC1C(=O)O (stereo unspecified)	-2	-15
NC[C@H]1O[C@@H](n2ccc(N)nc2=O)[C@H](O)[C@@H]1O	-5	28
COc1ccc(CNC(=O)C2Cc3c(-c4cccc(C(C)=O)c4)ccnc3O2)cc1OC (stereo unspecified)	-1	4
CCOC(=O)C1=CCN(S(=O)(=O)c2ccccc2F)C1c1ccc(Cl)cc1 (stereo unspecified)	-1	3
CC(=O)Nc1ccc(C(=O)N2CCCCC2c2cc(C(=O)NCc3ccccc3)no2)cc1 (stereo unspecified)	1	15
Cc1cc2oc(=O)cc(CN3CCCCC3)c2cc1Cl	1	14
COCCNC(=O)C1CCCN(C(=O)c2cc(C)nn2C(C)(C)C)CC1 (stereo unspecified)	-1	17
CC(C)[C@@H]1Cc2[nH][nH]c(=O)c2[C@H](CCc2ccccc2)O1	4	6
CC(=O)Nc1ccc(-c2ccnc3c2CC(C(=O)NCCC(F)(F)F)O3)cc1 (stereo unspecified)	-1	-8
Cc1cccc(-c2ccc([N+](=O)[O-])cc2CN2CCN(c3ncc(Cc4ccccc4)cn3)CC2)c1	1	8
COc1ccccc1CNC(=O)c1cc(-c2cc(F)ccc2OC(C)C)n[nH]1	7	11
CCOC(=O)[C@]12CCCC=C1N(Cc1ccccc1)C(=O)[C@H](CC(=O)N1CCCCCC1)C2	3	26
O=C1NC[C@H](CCCCN2C[C@H](Cc3ccc(O)cc3)N(CCC3CCCCC3)C(=O)C2=O)N(CCc2ccc(O)cc2)C1=O	0	12
Cc1cc(C)cc(Cn2cc(CN3CC(N(C)C)CS3(=O)=O)nn2)c1 (stereo unspecified)	2	14
C[C@@H]1O[C@H](C2CCCCC2)Cc2[nH][nH]c(=O)c21	0	6
CC1(C(=O)Nc2cccc3cccnc23)CCN1C(=O)CCC1CCCC1 (stereo unspecified)	0	-1
O=C(NCCCN1CCOCC1)c1[nH]c(C(F)(F)F)nc1-c1ccccc1	1	22
CCCNC(=O)C1(C)CCCN(C(=O)C(c2ccccc2)c2ccccc2)C1 (stereo unspecified)	1	2
O=S1(=O)CC(N2CC=CC2)CN1Cc1cn(Cc2ccccc2)nn1 (stereo unspecified)	-1	14
COc1ccc(Cl)cc1-c1noc([C@@H]2O[C@H](CO)[C@@H](O)[C@H]2O)n1	-1	13
C[C@@H]1CN([C@H](C)CO)C(=O)CCCn2cc(nn2)CO[C@H]1CN(C)C(=O)c1ccncc1	1	28
CC(C)CNC(=O)c1cccc2c(-c3cccc(C(N)=O)c3)coc12	0	11
COc1ccc(OC)c(NC(=O)C2(C)CCN2C(=O)Cc2ccccc2)c1 (stereo unspecified)	-2	3
CCOC(=O)N(C)c1c(CC)nc2c(OCc3ccc(C(F)(F)F)cc3)cccn12	0	1
COC(=O)c1ccc2nc(-c3ccc(OC)c(OC)c3)c(Cc3ccccc3)n2c1	-3	-393
C[C@@H](c1ccccc1)N1C[C@@H](COCc2ccccc2)Oc2cc(N3CC[C@@H](N(C)C)C3)ccc2S1(=O)=O	1	11
OC(c1ccc(Cl)c(Cl)c1)c1ncc(-c2ccccc2F)[nH]1 (stereo unspecified)	-1	-1
C=CCC(NC(=O)N(C)C)(C(C)=O)C(=O)OC (stereo unspecified)	1	25
CCOC(=O)C1=CCC(c2ccccc2C)N(S(=O)(=O)c2ccc(C)cc2)C1 (stereo unspecified)	4	17
CO[C@H]1CN(C)C(=O)c2ccc(NC(=O)C3CCC3)cc2OC[C@H](C)N(Cc2ccccn2)C[C@@H]1C	2	20
Cc1c(C(=O)N2CCC2(C)C(=O)O)oc2ccccc12 (stereo unspecified)	2	20
CC1=C(C(=O)N(C(C)C)C(C)C)CC(CC(=O)NCC2CCCCC2)C(=O)N1Cc1ccc(C(C)(C)C)cc1 (stereo unspecified)	0	-1

Continued, starting with the last 7 of the part before.
SMILES	SENP1 FRET inh	SENP8 inh
C[C@@H](c1ccccc1)N1C[C@@H](COCc2ccccc2)Oc2cc(N3CC[C@@H](N(C)C)C3)ccc2S1(=O)=O	1	11
OC(c1ccc(Cl)c(Cl)c1)c1ncc(-c2ccccc2F)[nH]1 (stereo unspecified)	-1	-1
C=CCC(NC(=O)N(C)C)(C(C)=O)C(=O)OC (stereo unspecified)	1	25
CCOC(=O)C1=CCC(c2ccccc2C)N(S(=O)(=O)c2ccc(C)cc2)C1 (stereo unspecified)	4	17
CO[C@H]1CN(C)C(=O)c2ccc(NC(=O)C3CCC3)cc2OC[C@H](C)N(Cc2ccccn2)C[C@@H]1C	2	20
Cc1c(C(=O)N2CCC2(C)C(=O)O)oc2ccccc12 (stereo unspecified)	2	20
CC1=C(C(=O)N(C(C)C)C(C)C)CC(CC(=O)NCC2CCCCC2)C(=O)N1Cc1ccc(C(C)(C)C)cc1 (stereo unspecified)	0	-1
COc1ccc(-c2coc3c(C(=O)NCC4CCOCC4)cccc23)c(C)c1	-1	-9
Brc1ccc2nc(C3CCCCC3)c(Cc3ccsc3)n2c1	-5	1
COc1cc(NC(=O)c2ccc(-c3cn[nH]c3)c3ccoc23)cc(OC)c1OC	0	-79
CCC(=O)N[C@H]1C=C[C@H](CC(=O)OC)O[C@@H]1CO	2	19
Cc1ccccc1-c1nc(NC(C)C)nc2ccsc12	-2	i
O=C(Oc1ccccc1)c1cc(O)c(O)c(O)c1	2	13
Cc1cccc(S(=O)(=O)NC(=O)C2(C)CCN2C(=O)C/C=C/c2ccccc2)c1 (stereo unspecified)	1	1
COc1ccccc1CNc1nc(NCc2ccc(NC(C)=O)cc2)c2sccc2n1	2	-18
CCCc1ccc(C(O)c2ncc(-c3cccc(F)c3)[nH]2)cc1 (stereo unspecified)	-2	3
C(=C\c1ccccc1)/CN1CCN(C(c2ccccc2)c2nnnn2Cc2ccccc2)CC1 (stereo unspecified)	1	4
COC(=O)c1ccc2nc(-c3ccco3)c(Cc3cccc(Cl)c3)n2c1	-28	-387
Cn1ccc2c(-c3ccc(F)nc3)cc3c(c21)C1CCC3C1 (stereo unspecified)	-71	-286
CC1=C(C(=O)N2CCOCC2)CC(CC(=O)NCCc2ccccn2)C(=O)N1CCCN1CCCC1=O (stereo unspecified)	-1	11
CC(C)N1CCC(C)(C(=O)Nc2cc(-c3ccccc3)nn2C)C1 (stereo unspecified)	0	18
O=C(NCc1ccccc1Br)c1cccs1	-1	15
O=c1cc(CCc2ccccc2)[nH]c(=O)[nH]1	1	2
Cn1ccc2c(N3CCCCC3)cc3c(c21)C1CCC3C1 (stereo unspecified)	3	14
OCCN1CCN(c2ncnc3c2ncn3[C@H]2CN(Cc3ccco3)C[C@@H](CO)O2)CC1	3	2
COc1cccc(C(O)c2nc(-c3ccccc3OC)cs2)c1 (stereo unspecified)	1	12
CC(C)C[C@H]1CN(CCCC[C@H]2CNC(=O)C(=O)N2CCc2ccccc2)C(=O)C(=O)N1CCC1CCCCC1	1	7
COc1ccc2c(CN3CCCCCCC3)cc(=O)oc2c1	-4	-365
OC(c1ccccc1)c1nc(-c2cnc3ccccc3c2)cs1 (stereo unspecified)	1	-28
Cc1ccc2c(c1)C1(SC(C)C(=O)N1c1ccc(Cl)cc1)C(=O)N2 (stereo unspecified)	2	6
CC(=O)Nc1cc(-c2ccc(F)cc2)cn2c(-c3ccc(F)cc3)cnc12	-16	-288
COc1ccc(NC(=O)c2cc(C3CCCCN3C(=O)C3CCCCC3)on2)c(C)c1 (stereo unspecified)	-4	-6
CCOc1ccc(Cl)cc1-c1cc(C(=O)NCc2cc(C(F)(F)F)cc(C(F)(F)F)c2)[nH]n1	-1	14
CCCN(C)C1CN(Cc2cn(Cc3cc(C)cc(C)c3)nn2)S(=O)(=O)C1 (stereo unspecified)	2	14
CCCCNC(=O)C1(C)CCCCN1C(=O)c1ccc(F)cc1Cl (stereo unspecified)	1	10
CCCS(=O)(=O)NC(=O)C1(C)CCN(C(=O)Cc2ccc(OC)cc2)C1 (stereo unspecified)	0	12
Cc1ccc(Cn2c(C)c(C(=O)NCc3cccs3)sc2=O)cc1	4	0
COCCNc1ncnc2c1ncn2[C@H]1CN(CCN2CCOCC2)C[C@@H](CO)O1	1	19
COCCCN1C(=O)C(CC(=O)NCc2cccs2)CC(C(=O)N(C(C)C)C(C)C)=C1C (stereo unspecified)	1	22
N#CC(C#N)=NNc1ccc2cn[nH]c2c1	-3	23
CC(C)c1ccc(NC(=O)Nc2nc(C(C)N)cs2)cc1 (stereo unspecified)	0	24
OC[C@H]1O[C@H](c2nc(-c3nc(-c4cccs4)no3)cs2)C[C@@H]1O	-3	16
COc1ccc(NC(=O)C(C2CC2)n2c(=O)c(-c3cc4ccccc4[nH]3)nc3ccccc32)cc1 (stereo unspecified)	-19	-420
CCCCC(=O)N(C)c1c(C)nc2ccc(C(=O)N(C)Cc3ccco3)cn12	1	-16
CC(C)(C)n1nnnc1C(C1CC1)N1CCN(C/C=C/c2ccccc2)CC1 (stereo unspecified)	0	18
O=C(CCN1C(=O)c2ccccc2C1=O)c1cnc[nH]1	-1	10
COc1ccc(OC)c(NC(=O)C2(C)CCN2Cc2ccsc2)c1 (stereo unspecified)	1	4

Record cards, as listed above. Order of screens: SENP1 FRET inh	SENP8 inh
N#CC(C#N)=NNc1ccc2cn[nH]c2c1 reads -3	23
CC(C)(C)n1nnnc1C(C1CC1)N1CCN(C/C=C/c2ccccc2)CC1 (stereo unspecified) reads 0	18
OC[C@H]1O[C@H](c2nc(-c3nc(-c4cccs4)no3)cs2)C[C@@H]1O reads -3	16

(next part)
SMILES	SENP1 FRET inh	SENP8 inh
Cc1c(C(=O)NCc2ccc(F)cc2)sc(=O)n1Cc1ccccc1	4	-9
COc1ccc(CN2C[C@@H](CO)O[C@@H](n3cnc4c(NCCCO)ncnc43)C2)cc1	0	0
COc1cc(CCN(C(=O)c2cc3ccccc3[nH]2)C(c2ccccn2)c2nc3ccccc3[nH]2)cc(OC)c1 (stereo unspecified)	-58	-53
COC(=O)C1(C(=O)OC)c2cc3c(cc2CN(S(=O)(=O)c2ccc(C)cc2)C1CC(C)=O)OCO3 (stereo unspecified)	0	9
O=[N+]([O-])c1ccc(CN2CC(N3CCC(c4ccccc4)CC3)CS2(=O)=O)cc1 (stereo unspecified)	2	15
OC[C@@H]1CN(CCNc2ccccc2)C[C@H](n2cnc3c(NCc4ccncc4)ncnc32)O1	-5	-9
CC(C)(C)NC(=O)C(c1ccc(C(F)(F)F)cc1)n1c(=O)c(-c2cc3ccccc3[nH]2)nc2ccccc21 (stereo unspecified)	-19	-398
CC(=O)CC1c2cc(F)ccc2C=C(c2ccsc2)N1c1ccc(-c2cccnc2)cc1 (stereo unspecified)	-5	-382
O=c1oc(=S)oc2c1[C@H](c1ccc(Cl)cc1)O[C@H](C1CCCC1)C2	2	6
Cc1cc(Cl)ccc1NC(=O)/N=C1/NC(=O)CS1	2	8
O=C(Nc1cccc2ccccc12)c1ccc2sc([C@@H]3O[C@H](CO)[C@@H](O)[C@H]3O)nc2c1	-8	15
COC(=O)[C@]12CCCCC=C1N(Cc1ccccc1)C(=O)[C@H](CC(=O)N1CCCCC1)C2	2	14
CC1(C(=O)Nc2cnc3ccccc3c2)CCN1C(=O)CCc1ccccc1 (stereo unspecified)	0	0
COc1ccccc1Cc1c(-c2ccc(C)cc2)nc2ccc(Br)cn12	12	-10
Cc1ccc(S(=O)(=O)N2[C@H](CC(=O)c3ccc(Cl)c(Cl)c3)OC[C@@H]2C(C)C)cc1	2	20
COc1ccc(NC(=O)C2Cc3c(-c4ccccc4)ccnc3O2)cc1OC (stereo unspecified)	-3	14
CCCCCCCCN1C(=O)[C@H](CC(=O)NCC2CCCCC2)C[C@@]2(C(=O)OCC)CCC=C12	4	12
CC1(C(=O)NCc2ccccc2)Cc2c(-c3ccc(C(N)=O)cc3)ccnc2O1 (stereo unspecified)	2	8
CC1(C(=O)NS(=O)(=O)c2ccc3ccccc3c2)CCN1C(=O)Cc1ccc(Cl)cc1Cl (stereo unspecified)	-2	-2

6 entries from above, with two lines to a compound:
Under each structure – SENP1 FRET inh | SENP8 inh
> O=C(NCc1ccccc1Br)c1cccs1
    -1 | 15
> O=c1cc(CCc2ccccc2)[nH]c(=O)[nH]1
    1 | 2
> Cn1ccc2c(N3CCCCC3)cc3c(c21)C1CCC3C1 (stereo unspecified)
    3 | 14
> OCCN1CCN(c2ncnc3c2ncn3[C@H]2CN(Cc3ccco3)C[C@@H](CO)O2)CC1
    3 | 2
> COc1cccc(C(O)c2nc(-c3ccccc3OC)cs2)c1 (stereo unspecified)
    1 | 12
> CC(C)C[C@H]1CN(CCCC[C@H]2CNC(=O)C(=O)N2CCc2ccccc2)C(=O)C(=O)N1CCC1CCCCC1
    1 | 7
